pCIP destab: compounds decreasing mouse p/CIP protein stability; Q05BA5; F442A p/CIP-EGFP cells, EGFP fluorescence, 16 h; decrease of EGFP signal, % at 10 µM; 290,000 compounds, 0.01% hits;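 active = EGFP signal decrease of at least 30% at 10 µM or well 3 SD below plate mean, unless failing retest; inactive = the rest, including hits failing retest or dose response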; also: some compounds called inactive have numbers as strong as hits; many of its hits are not listed in these tables
IMP-1 inh: inhibitors of Pseudomonas aeruginosa IMP-1 metallo-beta-lactamase; inhibition, % at 5.6 µM; AID 1556; 290,000 compounds, 0.45% hits; purified IMP-1, nitrocefin hydrolysis, epi-absorbance fluorescence;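 active = inhibition above the mean plus 3 SD of all compounds in the same screening run, cut at about 4.5% in these data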;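 also: 0% = IMP-1 with DMSO and 100% = DMSO wells lacking enzyme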
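System: purified recombinant IMP-1 beta-lactamase. Medium: Zinc- and detergent-supplemented HEPES buffer, pH 7.1. Compound: one 5.6 µM dose […]. Schedule: 15 min preincubation plus 25 min reaction at 25 °C. Technique: Epi-absorbance fluorescence, 480 nm excitation, 530 nm emission.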
NS3 helicase inh: blocks Hepatitis C virus NS3 helicase unwinding; inhibition, % at 10.9 µM; NS3 helicase DNA unwinding, Cy5 molecular beacon fluorescence; AID 1800; 290,000 compounds, 0.56% hits;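 active = inhibition above the mean of all tested compounds plus 3 SD, set per campaign, cut at about 35% in these data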;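 also: 0% = DMSO wells and 100% = thioflavine S control wells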
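System: NS3 helicase fragment of HCV / Schedule: 1 h at 25 °C / Control set: DMSO alone as 0% and 110 µM thioflavine S as 100% / Reagent: Cy5/quencher beacon DNA duplex and ATP to start / Technique: Cy5 fluorescence / Replication: singlicate / Evaluation: % inhibition of end-to-start signal ratio versus controls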
VIM-2 inhibitor: blocks Pseudomonas aeruginosa VIM-2 metallo-beta-lactamase. purified VIM-2, nitrocefin hydrolysis, epi-absorbance fluorescence. inhibition, % at 5.6 µM. 290,000 compounds, 0.89% hits. AID 1527;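 active = inhibition above the mean of all tested compounds plus 3 SD, cutoff set per screening run, cut at about 7.5% in these data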;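 also: red hydrolysis product quenches plate fluorescence so inhibitors raise well fluorescence; 0% = enzyme with DMSO and 100% = DMSO without enzyme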
UBC9 SUMO inh: SUMOylation inhibition. HTRF SUMOylation assay, SAE1/SAE2 + UBC9, in vitro. inhibition, % at 35 µM. 290,000 compounds, 0.36% hits. AID 2006; in the data active = inhibition above about 50%, passing the limit was not always enough; also: strong numbers were not always called active
Target sequence (P63279 whole entry, looked up): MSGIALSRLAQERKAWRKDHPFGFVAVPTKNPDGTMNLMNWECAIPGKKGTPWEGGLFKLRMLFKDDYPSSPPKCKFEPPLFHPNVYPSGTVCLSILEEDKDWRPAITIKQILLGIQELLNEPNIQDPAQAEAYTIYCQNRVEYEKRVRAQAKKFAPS
GalR3 antag: human GalR3 antagonism. O60755. HEK293 GalR3-CNG cAMP membrane potential fluorescence; galR3 body fused to GalR1 C-terminus. inhibition, % at 3 µM. 360,000 compounds, 0.44% hits. AID 651719;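 active = inhibition above the screen-wide average plus 3 SD, cut at about 13% in these data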;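 also: forskolin and galanin both at EC90 stimulate the cells; cAMP rise reported by CNG channel membrane potential dye signal; 0% = forskolin plus galanin with DMSO and 100% = forskolin alone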
Target sequence (O60755 1-299 limits assumed): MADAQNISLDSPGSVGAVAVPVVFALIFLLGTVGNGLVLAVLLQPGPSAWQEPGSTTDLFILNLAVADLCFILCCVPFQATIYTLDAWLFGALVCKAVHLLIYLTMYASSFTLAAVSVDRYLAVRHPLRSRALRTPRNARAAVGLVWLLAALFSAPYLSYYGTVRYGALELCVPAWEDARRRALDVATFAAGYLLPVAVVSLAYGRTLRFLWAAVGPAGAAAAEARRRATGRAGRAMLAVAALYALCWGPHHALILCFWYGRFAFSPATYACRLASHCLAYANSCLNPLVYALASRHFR
IDE act: IDE (human) activation, cell-based; HEK cells, FAbeta-B cleavage, fluorescence polarization; 0% vehicle, 100% cell-free pure enzyme wells; activation, % at 5.96 µM; 340,000 compounds, 0.073% hits; AID 493087;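 active = activation above the mean of all tested compounds plus 3 SD, set per screening campaign, cut at about 17% in these data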
IDE inh: inhibitors of human insulin-degrading enzyme in cells; P14735; HEK cells, FAbetaB cleavage, fluorescence polarization; inhibition, % at 5.59 µM; 320,000 compounds, 0.41% hits;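 active = percent inhibition above the average of all tested compounds plus 3 SD, set per screening campaign, cut at about 16% in these data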;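 also: IDE supplied by intact live HEK cells; FP after avidin binding of uncleaved biotin substrate so inhibition keeps polarization high; 0% = DMSO wells and 100% = 60 µM reference IDE inhibitor Ii1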
CRFR2-BP antag: blocks CRF-induced signaling of the CRF-BP/CRF-R2 complex | HEK293 CRF-R2/CRF-BP, CRF-induced calcium fluorescence | inhibition, % at 11.8 µM | 350,000 compounds, 0.59% hits;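 active = inhibition of the ligand-induced calcium signal above about 50% at the single tested concentration, limit read from the data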
* marks the source's active call; other numbers are inactive results; . = not tested or not shown.

SMILES	pCIP destab	IMP-1 inh	NS3 helicase inh	VIM-2 inhibitor	UBC9 SUMO inh	GalR3 antag	IDE act	IDE inh	CRFR2-BP antag
CCN(CC)c1ccc(/C=C2\SC(=O)N(C(C)C)C2=O)o1	-26	-2.4	17	-2.7	7	.	.	8	-45
COc1ccc(C(=O)C[n+]2ccc3c(c2)nc(-c2cc(OC)c(OC)cc2OC)n3C)cc1	1	-2.2	-32	-0.2	2	-9	1	-1	-42
O=C(NCCN1CCCCC1)Nc1ccccc1	-12	-2.8	12	-3.9	-10	-7	2	1	6
COc1ccc(NS(=O)(=O)c2ccc(NS(=O)(=O)c3ccc(C)cc3)cc2)nn1	12	-4.3	11	-5.3	10	6	-1	3	0
CC12CCC(C/C1=N/OC(=O)c1cccc([N+](=O)[O-])c1)C2(C)C (centres undefined)	-6	-2.6	-18	-1.7	18	-4	-2	2	-14
Cc1ccc(F)c(NC(=O)c2ccc(Cn3cc(Cl)cn3)cc2)c1	-6	-1.1	-1	-2.1	17	-4	1	-4	-51
COc1ccc(C(=O)Nc2cc3c(cc2C#N)OCO3)cc1S(=O)(=O)NCc1ccco1	1	-1.3	-7	-2.2	4	-4	-4	9	-2
COc1ccc(C2CN=NC23CCCc2ccccc2C3=O)cc1 (centres undefined)	-2	-1.9	-2	-1.3	-13	-3	2	4	27
CC1=C(C(=O)c2ccccc2)C(c2cn(-c3ccccc3)nc2-c2ccc(Cl)cc2)NC(=S)N1 (centres undefined)	-1	-1.8	-19	-3.2	-43	-2	-4	2	-1
CCCc1cc(=O)oc2cc(C)cc(OC(C)C(=O)NCC(O)c3ccccc3)c12 (centres undefined)	0	-1.2	9	-0.8	26	0	3	2	7
CCOC(=O)[C@@H]1[C@H]2COc3cc(OC)ccc3[C@@H]2N2C(=O)N(c3ccc(Cl)cc3)C(=O)[C@@]12C	2	0.2	2	2.3	-5	-3	-1	3	14
CC(=O)N=C1C=CC(=CN(O)C(C)(C)Cc2ccccc2)C=C1	.	.	.	.	.	-5	1	1	4
O=C(COC(=O)CNC(=O)c1ccccc1F)Nc1ncc(Cl)cc1Cl	.	.	.	.	.	-2	2	0	-9
COc1ccc(C2c3ccc4ccccc4c3Oc3ncn(CCCO)c(=N)c32)cc1OC (centres undefined)	4	-1.9	-24	-1.6	-11	0	7	2	-16
O=C(NCc1cccs1)c1cc2ccccc2o1	8	-0.5	9	-0.6	-3	-2	-4	-3	-11
O=C(c1ccc(CN2CCc3ccccc3C2)cc1)N1CCCCC1	-1	-3.8	-4	-4.3	-4	-2	-1	5	34
N/C(=N\OC(=O)c1ccccc1)c1cccnc1	-16	-2.4	3	-4.2	8	-6	2	1	-3
COc1ccc(C(=O)N2CCN(Cc3cc(OC)ccc3OC)CC2)cc1	8	-1.6	1	-2.7	-6	-10	-1	-4	4
Cc1cc(Nc2ccccc2)n(C(=O)c2ccc(Cl)cc2)n1	-7	-5.6	1	-0.9	-8	-1	0	-2	29
Cc1ccc(S(=O)(=O)n2nnc3ccccc32)c(C)c1C	-10	0.6	-10	1.3	23	-2	-1	-3	93*
Cc1ccc(-c2nc(Cl)nc3ccccc23)cc1	-4	-2.6	-3	1.2	23	-6	2	2	-7
O=S(=O)(Nn1cnnc1)c1ccc2ccccc2c1	11	-1.4	0	0.1	15	4	11	6	43
COc1cccc(NC(=O)CNS(=O)(=O)c2ccc3nc(C)sc3c2)c1	-13	-1.4	-2	0.5	-16	1	4	0	-27
CN(Cc1cc([N+](=O)[O-])ccc1Cl)C(=O)C[n+]1ccccc1	-2	-0.3	-9	0.2	7	-3	0	2	19
CN(Cc1cnccn1)C(=O)c1cc(COc2cccc(C(F)(F)F)c2)on1	-10	1.1	0	-1.1	-1	-3	5	.	9
CCOC(=O)N1CCC(N2C(=O)c3ccc(C(=O)Nc4ccc(OC)c(OC)c4)cc3C2=O)CC1	-6	-2.4	2	-3.2	12	-10	2	-2	-5
CCOc1cccc(/C=N/N2CCN(c3ccc(Cl)cc3)CC2)c1O	-6	-3.6	-3	-3.4	1	-11	-10	6	13
CCOC(=O)c1ccc(-c2nnc(-c3ccc(Cl)cc3Cl)o2)cc1	0	-3.8	2	-2.0	6	-2	3	-10	-19
CCCn1c(CCc2ccccc2)nnc1SCC(=O)N1CCCC1	-7	-0.6	-2	-3.2	-2	-2	4	5	23
COC(=O)[C@@H](Cc1ccccc1)NC(=O)NCCc1c[nH]c2ccccc12	-12	-1.9	-16	-0.8	22	-8	5	-2	-11
COC(=O)C1CCN(C(=O)/C=C/c2ccc(OC)cc2)CC1	3	-3.7	3	-1.7	5	-5	-5	11	0
Cc1nc2nc(C)c(NS(=O)(=O)c3ccc(CC(C)C)cc3)c(=O)n2[nH]1	-6	0.1	2	0.7	7	-9	7	-2	2
CC(C)Oc1ccc(C(=O)N2CCN(C(=O)c3ccco3)CC2)cc1	6	0.2	10	-1.4	1	-4	-1	1	-12
COc1ccc(CNCCCSc2ncccn2)c(OC)c1	43	-2.0	-11	-1.7	-2	-12	5	4	9
O=C(/C=C/c1ccc(O)cc1)c1ccc(NC2=C(N3CCCCC3)C(=O)c3ccccc3C2=O)cc1	0	-0.8	-20	0.8	48	-4	-12	11	-26
CCN(c1cccc(C)c1)S(=O)(=O)c1ccc(-c2ccc(=O)[nH]n2)o1	16	0.5	33	2.7	1	-7	3	-2	32
CCCS(=O)(=O)NCCc1cc2ccc(C)cc2[nH]c1=O	-9	-0.9	4	-2.2	4	-8	-5	-2	-14
Cc1ccc(C)c(NS(=O)(=O)c2c(C)nc3sccn3c2=O)c1	-9	3.5	1	2.1	19	-9	5	2	17
CC(/C=C/C=C/c1ccccc1)=N/NC(=O)CNc1ccc(C)cc1	2	-3.6	10	-1.3	-25	-3	-2	-1	-28
CSCC[C@H](NC(=O)C1CCN(S(=O)(=O)c2ccc(C)cc2)CC1)C(=O)NCc1ccco1	7	5.9*	-1	-2.0	4	0	1	3	4
CC(/C=N\NC(=O)c1cccnc1)c1ccccc1 (centres undefined)	.	-3.1	-7	-8.2	.	-3	7	3	-4
S=C(Nc1ccc2c(c1)OCO2)NC1CCN(Cc2ccccc2)CC1	5	-3.3	-1	0.9	6	-6	3	0	-12
CCOC(=O)CCCn1c(C)nc(=O)c(-c2ccccc2)c1C	-4	-1.7	-5	0.3	8	-1	3	2	16
Brc1c(NC2=NCCN2)ccc2nccnc12	-2	-1.3	3	-1.0	12	.	.	.	.
Cc1n[nH]c(C)c1CCOc1ccc(C(C)C)cc1	-7	-3.9	10	-5.2	41	-6	2	-3	-14
CCCCSc1nsc(NC(C)=O)n1	-13	-4.5	4	-4.8	14	-2	1	2	24
COc1cc(OC)cc(C(=O)NNC(=O)CCCOc2ccccc2)c1	.	.	.	.	.	-4	4	-4	6
CC1CN(C(=O)c2ccccc2Oc2ccccc2)CC(C)O1 (centres undefined)	-8	-1.7	0	-1.4	17	-4	3	0	5
CCC(C)c1ccccc1NC(=O)COC(=O)c1ccc2[nH]c3c(c2c1)CCCC3 (centres undefined)	2	-0.1	8	1.6	-21	4	2	5	-24
CC(=O)NS(=O)(=O)c1ccc(N=NN2CCOCC2)cc1	8	-2.7	-3	-1.7	-1	6	0	3	20
CC(=O)c1c(C(C)=O)c(C)n(NC(=O)c2ccc(Cl)cc2)c1C	-2	-0.4	-3	-1.4	-12	-6	2	4	11
CC1CCCC(=C\c2ccccc2)/C1=N/O (centres undefined)	4	-3.2	-3	-0.1	24	-2	-2	3	4
c1cc2c3c(cccc3c1)NC1(CCC3(CC1)Nc1cccc4cccc(c14)N3)N2	8	-1.0	-26	-1.6	6	-9	-15	9	-30
O=C1c2ccccc2C(=O)C12OC2c1cccc2ccccc12 (centres undefined)	0	-2.9	-1	-0.9	96*	-6	3	-6	-13
COc1ccc2ccccc2c1/C=N/NC(=O)c1nnn(-c2nonc2N)c1C(C)C	-10	1.9	0	-2.4	3	-11	-2	-2	-16
O=C(OCc1cc(=O)n2ccsc2n1)c1ccccc1NCCO	.	.	.	.	.	5	-3	0	-6
Cc1ccccc1NC(=O)CSc1[nH]c(=O)cc(C)c1C#N	-1	-3.5	13	0.2	-3	3	5	-1	12
COc1cc(-c2cn[nH]c2N)cc(OC)c1OC	-4	-1.1	-4	-2.0	22	.	-1	-1	-2
O=C(O)CCC(=O)Nc1nnc(C(F)(F)F)s1	7	-3.7	-6	-0.5	5	0	3	-5	4
C=CCn1c(SCC(=O)NC2(C#N)CCCCC2)nnc1-c1ccncc1	.	.	.	.	.	1	1	5	-5

Single records, as listed above:
CC1CN(C(=O)c2ccccc2Oc2ccccc2)CC(C)O1 (centres undefined) is listed with pCIP destab = -8; IMP-1 inh = -1.7; NS3 helicase inh = 0; VIM-2 inhibitor = -1.4; UBC9 SUMO inh = 17; GalR3 antag = -4; IDE act = 3; IDE inh = 0; CRFR2-BP antag = 5
C=CCn1c(SCC(=O)NC2(C#N)CCCCC2)nnc1-c1ccncc1 is listed with pCIP destab = .; IMP-1 inh = .; NS3 helicase inh = .; VIM-2 inhibitor = .; UBC9 SUMO inh = .; GalR3 antag = 1; IDE act = 1; IDE inh = 5; CRFR2-BP antag = -5

More structures follow:
SMILES	pCIP destab	IMP-1 inh	NS3 helicase inh	VIM-2 inhibitor	UBC9 SUMO inh	GalR3 antag	IDE act	IDE inh	CRFR2-BP antag
CN(C)CCC=C1c2ccccc2CCc2ccccc21	-10	-1.7	-30	-3.6	-8	-8	4	8	-22
Cc1sc2ncnc(OCC(=O)NCc3cccs3)c2c1C	-4	-3.9	0	1.3	2	-3	3	4	-10
CC(C)(C)C(=O)NCCn1ccc2ccccc21	4	-2.4	2	-3.5	-3	.	7	2	-13
N=c1sccn1CC(=O)Nc1ccccc1Oc1ccccc1	-4	-3.3	-10	-2.5	-1	-3	7	4	-5
Cc1ccc(C)c(-n2c(Cc3cc(=O)[nH]c(=O)[nH]3)nnc2SCC(=O)NCC2CCCO2)c1 (centres undefined)	-4	-3.8	6	-1.9	20	-1	-3	0	-15
CC1CCN(C(=O)COC(=O)[C@H](C)NS(=O)(=O)/C=C/c2ccccc2)CC1	-7	-4.2	-8	-2.6	14	-9	2	2	-6
Cc1ccc(C(C)(C)C)cc1S(=O)(=O)NC(=O)c1ccccc1	-2	-1.1	16	-2.1	10	-3	8	6	23
Cc1c(C(=O)N2CC(C)OC(C)C2)sc2nc(-c3ccc(F)cc3)cn12 (centres undefined)	5	2.6	6	-2.5	4	-4	3	2	-3
CSCC[C@H](NC(=O)C1CCCC1)c1nc2ccccc2[nH]1	2	0.2	2	-1.7	-2	-4	8	4	-16
COc1cccc(C(=O)Nc2nnc(-c3ccccc3)s2)c1OC	-11	-2.0	5	-4.0	1	.	6	2	-18
CN(C)S(=O)(=O)c1ccc(/C(O)=C2/C(=O)C(=O)N(CCCN3CCOCC3)C2c2ccncc2)cc1 (centres undefined)	.	.	.	.	.	-4	8	-3	43

High-throughput results deposited in PubChem by several laboratories.
